Assay outcomes deposited in PubChem BioAssay by several laboratories.
KLK7 zymogen act: proKLK7 (human) activation, primary screen | P49862 | purified proKLK7, EDANS-DABCYL substrate fluorescence; 100% is mature enzyme control, 0% vehicle | activation, % at 7 µM | 370,000 tested, 0.9% active;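 active means activation above the mean of all tested compounds plus 3 SD, computed per campaign excluding outliers beyond control limits, cut at about 13% in these data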
UHRF1 MBD2 ctr: blocks human UHRF1 binding to methylated DNA; 370,000 tested, 0.75% active; UHRF1 binding to methylated oligo, TR-FRET; inhibition, % at 4.4 µM; Q96T88; in the data active means inhibition above about 21%;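 further: UHRF1 SRA domain binding a hemimethylated CpG hairpin DNA probe; 0% = median of test compound wells and 100% = reference inhibitor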
NR1D1 modulator: modulates human Rev-erb alpha binding to DNA | activity, % at 10 µM | AID 1259318 | Rev-erbα–FITC-DNA binding, fluorescence polarization, 90 min | 370,000 tested, 0.79% active;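 active means activity above about 14%, limit read from the data; passing the limit was not always enough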;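 further: 0% = DMSO wells with 35 nM protein and 100% = DMSO wells with 750 nM protein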
sPLA2-III inh: Blocks human group III sPLA2 activity; AID 743126; 370,000 tested, 0.56% active; inhibition, % at 12.2 µM; Q9NZ20; QFRET BODIPY PC-A2 liposome hydrolysis, fluorescence;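 active means inhibition above mean plus 3 SD of compounds lying within the high and low control bounds, cut at about 19% in these data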;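 further: 0% = median of test compound wells and 100% = no enzyme DMSO wells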
ASAP1 GAP inh: blocks human ASAP1-stimulated Arf1 GTP hydrolysis; GDP FP detection; 360,000 tested, 0.19% active; AID 624377; inhibition, % at 16.5 µM; in the data active means inhibition above about 25%;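 further: 0% = vehicle with enzyme and substrate and 100% = no enzyme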
Tn6 DDE FP: disrupts Tn6 cyclic peptide binding to fibrin D-Dimer-E complex; P02675; Fibrin DD(E) TRITC-Tn6 fluorescence polarization displacement; inhibition, % at 8.3 µM; 370,000 tested, 0.21% active; AID 720509;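 active means inhibition above a per-campaign cutoff: mean of compounds within control limits plus 3 SD, cut at about 15% in these data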;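 further: 0% = median of all compound wells on the plate and 100% = blocking peptide control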
PLC-beta3 inh: inhibitors of human phospholipase C beta3. Q01970. Purified PLC-beta3, fluorogenic substrate, fluorescence. inhibition, % at 12.2 µM. 370,000 tested, 0.18% active; in the data active means inhibition above about 11%;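 further: 0% = median of compound wells on plate and 100% = full blocker control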
Tn7 DDE FP: inhibitors of Tn7 peptide binding to human fibrin DD(E); inhibition, % at 8.3 µM; FP displacement of FITC-Tn7 peptide from fibrin DD(E); 0% = median of compound wells per plate; P02675; 370,000 tested, 0.13% active; AID 720508;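 active means inhibition above the mean of compounds falling within the control limits plus 3 SD of them, cut at about 14% in these data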;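 further: 0% = plate median of compound wells and 100% = 10 µM Aha-Tn7 peptide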
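Test system: human clot-derived fibrin DD(E) complex / Quantity: 2 µM final DD(E) protein / Incubation: 10 min plus 3 h, room temperature / Measured by: fluorescence polarization / Benchmarks: high control of 10 µM Aha-Tn7 peptide / Replicates: singlicate testing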
PLCg1 inh: PLC-gamma1 (human) inhibition, primary screen; purified PLC-gamma1, fluorogenic substrate, fluorescence; inhibition, % at 12.2 µM; 370,000 tested, 0.84% active; AID 720700; in the data active means inhibition above about 9.5%
Target sequence (P19174 whole entry, looked up): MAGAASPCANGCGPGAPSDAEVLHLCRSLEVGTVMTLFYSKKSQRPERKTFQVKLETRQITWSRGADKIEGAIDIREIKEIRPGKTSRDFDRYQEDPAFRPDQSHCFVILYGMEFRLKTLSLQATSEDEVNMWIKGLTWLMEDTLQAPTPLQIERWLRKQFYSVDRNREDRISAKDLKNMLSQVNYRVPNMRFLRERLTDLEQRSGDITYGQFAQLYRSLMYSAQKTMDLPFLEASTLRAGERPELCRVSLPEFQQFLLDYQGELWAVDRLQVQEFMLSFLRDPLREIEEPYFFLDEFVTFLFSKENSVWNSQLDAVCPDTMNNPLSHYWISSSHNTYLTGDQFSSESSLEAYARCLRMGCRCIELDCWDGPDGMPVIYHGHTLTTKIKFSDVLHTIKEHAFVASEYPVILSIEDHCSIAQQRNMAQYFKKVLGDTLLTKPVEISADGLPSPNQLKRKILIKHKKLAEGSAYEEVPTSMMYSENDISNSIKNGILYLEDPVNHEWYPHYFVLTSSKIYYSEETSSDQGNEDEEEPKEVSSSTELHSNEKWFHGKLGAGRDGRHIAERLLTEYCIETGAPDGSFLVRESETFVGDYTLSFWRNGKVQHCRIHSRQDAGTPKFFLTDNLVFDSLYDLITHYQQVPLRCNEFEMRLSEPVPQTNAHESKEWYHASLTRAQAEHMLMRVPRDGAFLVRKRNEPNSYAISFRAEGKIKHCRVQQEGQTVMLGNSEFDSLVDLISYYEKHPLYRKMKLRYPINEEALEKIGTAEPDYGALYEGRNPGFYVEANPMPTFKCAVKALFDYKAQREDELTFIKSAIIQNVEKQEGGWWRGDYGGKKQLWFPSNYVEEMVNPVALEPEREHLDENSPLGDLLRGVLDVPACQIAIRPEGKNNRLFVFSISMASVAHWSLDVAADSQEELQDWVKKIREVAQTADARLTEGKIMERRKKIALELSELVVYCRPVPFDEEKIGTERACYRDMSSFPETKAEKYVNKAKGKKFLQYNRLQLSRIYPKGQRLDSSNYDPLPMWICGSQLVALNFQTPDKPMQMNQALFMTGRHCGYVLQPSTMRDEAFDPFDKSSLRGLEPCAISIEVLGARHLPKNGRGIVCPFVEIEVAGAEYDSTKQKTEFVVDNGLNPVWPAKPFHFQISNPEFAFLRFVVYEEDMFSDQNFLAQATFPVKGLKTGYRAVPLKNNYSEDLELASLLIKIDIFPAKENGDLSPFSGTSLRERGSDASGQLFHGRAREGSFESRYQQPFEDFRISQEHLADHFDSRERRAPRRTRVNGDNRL
ARFGAP1 inh: inhibitors of rat ARFGAP1 | Arfgap1-stimulated ARF1 GTP hydrolysis, GDP FP detection | inhibition, % at 16.5 µM | 360,000 tested, 0.26% active | AID 651572;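 active means inhibition above a per-plate limit, mean inhibition of low control wells plus 3 SD, cut at about 25% in these data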;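 further: 0% = DMSO wells with enzyme and 100% = wells lacking Arfgap1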
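Material: rat Arfgap1 GAP domain (His6, aa 1-136), purified enzyme. Also added: human ARF1(Δ1-17)-GTP substrate. Compound dosing: 16.5 µM single point, 1.26% DMSO. Timing: enzyme reaction 120 min at 25 °C after 20 min preincubation. Signal: GDP detection by fluorescence polarization. Read-out basis: percent inhibition of GAP-stimulated GDP formation, scaled between DMSO and no-Arfgap1 medians.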
Starred values were filed as active, the others as inactive. An excerpt; the hit share may differ from the screen's.

SMILES | KLK7 zymogen act | UHRF1 MBD2 ctr | NR1D1 modulator | sPLA2-III inh | ASAP1 GAP inh | Tn6 DDE FP | PLC-beta3 inh | Tn7 DDE FP | PLCg1 inh | ARFGAP1 inh
CCOC(=O)C(O)(c1ccc(NC(=O)c2ccco2)c(OC)c1)C(F)(F)F (stereo not drawn) | -0.1 | 2.2 | -3.3 | -7.5 | 5.1 | 5.2 | 2.8 | 6.1 | 0.2 | 1.3
CC1CN1P(=O)(Oc1ccccc1)N1CC1C (stereo not drawn) | 0.5 | 2.8 | 7.1 | 8.5 | -5.3 | 1.4 | -3.4 | 6.0 | -7.4 | -0.2
CN(C)S(=O)(=O)c1cc(NC(=O)C[N+]23CCN(CC2)CC3)ccc1Cl | -0.1 | 1.4 | 2.7 | 9.2 | -11.5 | 9.2 | -0.1 | 8.7 | 3.7 | 0.5
CCN1C(=O)/C(=C/c2ccc3c(c2)CCN3CCCCl)C(=O)NC1=S | 0.1 | -3.5 | -9.5 | -0.9 | 16.1 | 4.6 | -13.0 | 7.8 | -11.1 | 1.5
Clc1cc(Cl)c(-c2cc(Cl)c(Cl)cc2Cl)cc1Cl | 0.7 | -1.5 | 3.0 | -4.2 | -6.8 | 2.8 | 3.8 | 1.3 | 0.4 | -6.7
Cc1nn(Cc2ccccc2)c(Cl)c1C(=O)OCC(=O)Nc1cccc2ccccc12 | 0.1 | 0.6 | 6.1 | 7.6 | 8.3 | -1.7 | -0.8 | 0.1 | -0.6 | 0.3
COC(=O)C1=C(c2ccc(Cl)c(C(F)(F)F)c2)C[C@@H]2CC[C@H]1N2C(=O)NCC1CC1 | -0.3 | -2.6 | -5.2 | 5.2 | 11.4 | -2.4 | 3.1 | 9.9 | -0.3 | 2.5
Cc1cc(C(=O)N2CCC3(CC2)OCCO3)no1 | 0.1 | -0.4 | -4.1 | 2.3 | 3.5 | 1.2 | -4.6 | -1.0 | 0.5 | -2.8
Cn1c(O)c(/C=N/NC(=O)c2ccncc2)c(=O)n(C)c1=S | -0.4 | 0.6 | -0.7 | -7.1 | -2.0 | 1.2 | -63.5 | -1.3 | -47.7 | 3.1
CC(C)n1c(=O)c(C=Nc2ccc(F)cc2)c(O)n(Cc2ccco2)c1=O | -0.5 | 1.6 | -3.4 | -2.0 | -4.7 | 0.5 | -5.4 | 3.2 | -0.1 | -1.5
Cc1ccccc1N1C(=O)NC(=O)/C(=C/c2ccc(N3CCOCC3)o2)C1=O | -1.1 | -22.9 | 16.8 | -20.5 | 1.2 | 2.3 | -14.6 | -6.1 | -11.1 | 2.1
CC1(C)C2CC=C(CN3CCOCC3)C1C2 (stereo not drawn) | -0.6 | -1.9 | -1.3 | -6.2 | 5.5 | 0.0 | 4.5 | 0.5 | 1.7 | 3.3
CC(=O)N1Cc2cnnn2-c2ccccc2C1(C)C#N (stereo not drawn) | -0.3 | 3.4 | -7.0 | 5.2 | 2.6 | -2.5 | 1.0 | 3.3 | -2.5 | -4.8
O=C1NC(=O)C(=Cc2cc([N+](=O)[O-])ccc2N2CCCCC2)C(=O)N1 | -0.3 | -1.6 | 7.2 | 4.6 | -5.3 | -3.4 | -1.4 | -4.8 | -3.6 | 0.0
CCOC(=O)C1(CCc2ccccc2)CCN(C2CCSCC2)CC1 | 0.1 | -2.6 | 3.7 | -2.3 | -6.8 | -2.7 | 3.7 | -4.8 | 0.7 | 0.1
NC(=O)c1ccc(OCCC(O)N2CC=C(c3ccc(F)cc3)CC2)cc1 (stereo not drawn) | 0.4 | 2.8 | 6.7 | 0.0 | 3.7 | -6.7 | 3.6 | -1.5 | -1.7 | 2.0
Cc1cc(/C=C2\C(=O)NC(=O)N(c3cccc(F)c3)C2=O)c(C)n1-c1ccc(C(=O)O)c(Cl)c1 | 0.0 | 8.5 | -3.0 | -2.1 | -8.6 | -2.6 | -64.8 | 4.5 | -28.2 | -13.9
CCOC(=O)COc1ccc2c(c1)c(C(C)=O)c(C)n2Cc1ccccc1 | 0.4 | -3.1 | -0.5 | -7.5 | -4.0 | 4.4 | -11.5 | 8.3 | -4.4 | 9.9
CC/C(CC(c1ccccc1)c1c(O)c2ccccc2oc1=O)=N\NC(N)=S (stereo not drawn) | 0.5 | 7.7 | -1.3 | 5.0 | 2.5 | 0.1 | -2.0 | -1.7 | -4.0 | -4.7
Cc1cc(N2CCCCC2)ccc1C=C1C(=O)N(C)C(=S)N(C)C1=O | 0.1 | 2.2 | -1.9 | 9.2 | 3.0 | 13.1 | -2.1 | -2.9 | 1.8 | -0.9
O=C(N/N=C/c1c(O)n(Cc2ccccc2)c(=O)[nH]c1=O)c1ccncc1 | -3.3 | -5.5 | -4.5 | -4.8 | -6.9 | -0.6 | -48.8 | -3.2 | -39.6 | 0.9
O=C(NCCN1CCC2(CC1)C(=O)NCN2c1ccccc1)c1ccc(F)c(F)c1 | 0.2 | 1.8 | 5.8 | 5.0 | 0.0 | 2.2 | 1.0 | 1.7 | 1.7 | 2.5
O=C(Nc1c(F)cc(F)cc1F)c1cccn(Cc2ccccc2)c1=O | -0.6 | 2.6 | 2.9 | -6.3 | -3.2 | 0.9 | 5.2 | 1.1 | 5.4 | -1.6
OC(Cc1ccccc1)(c1ccccc1)C1CN2CCC1CC2 (stereo not drawn) | -0.7 | 3.4 | 6.6 | 0.1 | -11.7 | -6.4 | -2.2 | 1.2 | 0.0 | -5.0
CCCCn1c(O)c(C(CC)=NCCN2CCOCC2)c(=O)[nH]c1=O | 0.1 | -1.6 | 0.3 | 1.8 | 16.4 | 0.5 | -4.4 | -3.3 | -1.9 | -7.2
O=P(Oc1ccccc1)(Oc1ccccc1)C(O)c1ccccc1 (stereo not drawn) | 0.3 | 2.0 | -2.5 | -1.7 | -4.1 | 2.8 | 2.3 | -4.8 | -1.1 | 3.9
COC1C(C)OC(OC2CC(C)(O)Cc3cc4c(c(O)c32)C(=O)c2c(O)cc3c(c2C4=O)OC2OC3(C)C(O)C(N(C)C)C2O)C(OC)C1(C)OC (stereo not drawn) | 1.9 | 96.6* | 11.6 | -140.2 | 4.3 | 88.0* | -110.6 | 13.9* | -90.0 | 3.1
CCOC(=O)C1=C(C(=O)OCC)C2(c3ccccc3)c3ccccc3C1(C)N2C (stereo not drawn) | 0.6 | -1.3 | 1.6 | 0.1 | 3.9 | -1.4 | -99.5 | -7.4 | -80.8 | 5.1
CC(=NCCCn1ccnc1)c1c(O)n(C2CCCCC2)c(=O)[nH]c1=O | -0.2 | 3.1 | -4.6 | -9.6 | 1.4 | -3.6 | -0.1 | -2.8 | 7.4 | 0.4
CC(C)C/C(=N/O)c1c[nH]c2ccccc12 | -0.2 | 1.2 | 1.9 | -26.8 | -2.9 | -5.8 | -0.7 | -2.7 | -1.4 | 1.8
O=C1NCN(c2ccccc2)C12CCN(C(c1ccnc3ccccc13)c1nnnn1C1CCCC1)CC2 (stereo not drawn) | 0.3 | -2.2 | 6.7 | 7.3 | -17.2 | -2.4 | -13.5 | -8.6 | -4.9 | 4.1
COC(=O)C1=C(c2cc3ccccc3s2)C[C@@H]2CC[C@H]1N2C(=O)N1CCC(O)CC1 | 0.2 | 0.0 | -2.4 | -4.9 | -3.8 | 2.1 | 0.6 | -3.8 | -0.6 | 7.1
CCOCCCN=Cc1c(O)n(Cc2ccccc2)c(=O)[nH]c1=O | -0.4 | 6.2 | 2.7 | 6.4 | 1.5 | -3.7 | -2.7 | 0.5 | -2.6 | -4.2
COc1ccc(C2=NS(=O)(=O)N(C)C(C(=O)N3CCC4(CC3)OCCO4)=C2)cc1OC | 0.3 | 1.3 | -5.2 | 4.3 | 10.6 | 4.4 | -60.1 | -5.1 | -39.9 | -4.8
CC(C)CN1Cc2cc(-c3cccc(F)c3)ccc2-n2nncc2C1 | -0.1 | 1.9 | -6.4 | 11.1 | -7.6 | 2.0 | -2.1 | 6.4 | -0.2 | -1.2
CCOC(=O)C1SC2(C(F)(F)F)CC1(O)c1c(C)cc(C)nc1O2 (stereo not drawn) | -0.9 | -0.2 | 3.6 | -0.6 | 17.8 | -4.1 | 3.3 | -4.2 | -0.2 | -10.9

Some entries already given with just ASAP1 GAP inh, UHRF1 MBD2 ctr and Tn7 DDE FP.
molecule	ASAP1 GAP inh	UHRF1 MBD2 ctr	Tn7 DDE FP
CCCCn1c(O)c(C(CC)=NCCN2CCOCC2)c(=O)[nH]c1=O	16.4	-1.6	-3.3
O=P(Oc1ccccc1)(Oc1ccccc1)C(O)c1ccccc1 (stereo not drawn)	-4.1	2.0	-4.8
COC1C(C)OC(OC2CC(C)(O)Cc3cc4c(c(O)c32)C(=O)c2c(O)cc3c(c2C4=O)OC2OC3(C)C(O)C(N(C)C)C2O)C(OC)C1(C)OC (stereo not drawn)	4.3	96.6*	13.9*

The list continues:
SMILES | KLK7 zymogen act | UHRF1 MBD2 ctr | NR1D1 modulator | sPLA2-III inh | ASAP1 GAP inh | Tn6 DDE FP | PLC-beta3 inh | Tn7 DDE FP | PLCg1 inh | ARFGAP1 inh
CCCCc1nc2ccccc2c(=O)n1-c1ccc(O)cc1 | -0.3 | 1.5 | 2.5 | -23.3 | -5.2 | 10.3 | 0.7 | 2.2 | 0.0 | -3.6
C=CC12CN(C)[C@@H]3C4CO[C@H](C[C@H]41)[C@]1(C(=O)Nc4ccccc41)[C@@H]32 (stereo partly drawn) | 0.0 | -0.6 | -3.5 | 15.1 | -5.8 | 3.2 | 2.5 | -5.0 | 2.5 | -3.4
COc1ccccc1OCC(=O)Nc1ccc(Cl)cc1C(=O)c1ccccc1 | -0.3 | 5.4 | 4.0 | 5.8 | 8.1 | 1.3 | 3.6 | 2.3 | 0.1 | -3.1
COC(=O)C1C(c2ccc(I)cc2)CC2CCC1N2C (stereo not drawn) | -0.5 | 1.0 | 4.9 | 4.9 | 25.5* | -2.1 | 2.5 | 3.6 | 1.1 | 11.5
CCOC(=O)c1c(C)[nH]c(C(=O)C(Cc2ccccc2)N(C)C)c1C (stereo not drawn) | 0.3 | -0.5 | 4.1 | -9.2 | -1.6 | -12.7 | 1.1 | -8.9 | 0.5 | 8.6
Cc1cc(=O)oc2cc(OCC(=O)N3CCN(Cc4ccc5c(c4)OCO5)CC3)ccc12 | -0.1 | 1.4 | 7.6 | 1.6 | -0.7 | -5.2 | -18.1 | 4.4 | -11.1 | 6.1
COc1ccc(-n2nnnc2C(c2cccc3ccccc23)N2CCC(n3c(=O)[nH]c4ccccc43)CC2)cc1 (stereo not drawn) | 0.0 | 0.3 | 6.2 | -19.9 | -1.0 | -4.5 | 3.2 | 5.5 | -0.2 | 8.9
O=P1(NC2CCCC2)COc2ccccc2OC1 | -0.2 | 1.3 | -9.2 | 0.2 | 16.8 | -4.6 | 0.8 | 3.1 | -0.9 | 4.1
COC(=O)C1=C(c2ccc(OC(F)(F)F)cc2)C[C@@H]2CC[C@H]1N2C(=O)NCCO | -0.1 | -0.6 | -1.6 | 2.7 | 0.6 | -0.6 | 0.4 | -6.1 | -2.0 | 3.6
